RT RNaseH block – inhibitors of HIV-1 reverse transcriptase RNase H. P04585. RT-RNase H RNA/DNA duplex cleavage, fluorescence. inhibition, % at 10 µM. actives 1.9% (n = 65,000). AID 565; in the data active = inhibition above about 50%
RmlCD inh mix – mixture blocks RmlC and RmlD coupled enzyme activity | RmlC/RmlD coupled enzyme inhibition, 384-well mixture HTS | inhibition, % at 5.5 µM | actives 0.39% (n = 110,000); in the data active = inhibition above about 30%, passing the limit was not always enough; inconclusive = no clear call, values can overlap the other calls; note: strong numbers were not always called active
Starred values were filed as active, the others as inactive; ? = inconclusive; . = no result given; & = joins results of further samples. These rows are one share of the data, so the mix of outcomes need not match the whole.

smiles | RT RNaseH block | RmlCD inh mix
CC(C)Nc1nc(NC(C)C)nc(C(N)=O)n1 | -6.4 | -4.5
Cc1ccc2nc3c(nc2c1)-c1ccccc1C3=O | . | -11.5
CC(=O)NC(NC(=S)Nc1ccc(N=Nc2ccccc2C)cc1C)C(Cl)(Cl)Cl (centres undefined) | . | 1.7
CSc1nsc(SC)c1NC(=O)N1CCCCC1 | . | -10.1
O=C(Nc1nc2ccccc2s1)C1CCCN1S(=O)(=O)c1ccc(Cl)cc1 (centres undefined) | -3.0 | -5.9
C=CCn1c(CNc2ccc(C)cc2)nnc1SCC(=O)N/N=C/c1ccc(O)cc1 | . | 17.4
COc1ccccc1NC(=O)CCC(=O)Nc1nnc(C(F)(F)F)s1 | 4.9 | -10.0
Cc1cc(N2CCN(c3ccccn3)CC2)n2nc(C)nc2n1 | -17.4 | -5.2
C=CCOC(=O)C1=C(C)NC(SC)=C(C#N)C1c1cccs1 (centres undefined) | . | 102.8
COc1ccc(NC(=O)CSc2nnc(Cc3cccn3C)n2-c2ccc(F)cc2)cc1 | -21.8 | -12.2
COc1ccc(NC(=O)CN(c2cc(C)cc(C)c2)S(=O)(=O)c2c(C)noc2C)cc1OC | -3.1 | -2.5
c1nc2nc3c(c(N4CCOCC4)n2n1)CCCC3 | -0.1 | -7.4
Cc1ccc(-c2cc(C(=O)NN=C3CCCC3)c3ccccc3n2)cc1 | . | 0.7
C[C@]12CC[C@@H]3c4ccc(O)cc4CC[C@H]3[C@@H]1CCC2=O | -47.7 | -15.1
CCOC(=O)Cn1ncc(-c2ccccc2)c1N | 0.2 | 4.6
Cc1cc(NC(=O)c2noc3c2CCCC3)n(-c2ccccc2)n1 | -4.0 | 7.4
COc1cc2c(cc1OC)CN(C(=O)CSc1n[nH]c(N)n1)CC2 | 5.1 | -15.7
Cn1nc(C(=O)NCCN2CCOCC2)c2ccccc2c1=O | -9.1 | 4.1
O=c1nc2n(c3sc4c(c13)CCCC4)C(CBr)CS2 (centres undefined) | . | 0.4
COc1ccc(OC)c(C(=O)CSc2nnc(Cc3cccs3)n2CCc2ccccc2)c1 | . | 9.7
Cn1c(C(=O)NCC2CCCO2)cc2c(=O)n3ccccc3nc21 (centres undefined) | -21.3 | 172.1
CCC1SC2=NCN(c3ccccc3)CN2C1=O (centres undefined) | -4.3 | -6.3
CC1=C(C(=O)Nc2ccccc2)C(c2cccc([N+](=O)[O-])c2)Nc2nc3ccccc3n21 (centres undefined) | . | 16.3
COc1ccc(C2/C=C\CN(C(=O)c3ccc(C)cc3)[C@H](Cc3ccccc3)C(=O)N2Cc2ccc(F)cc2)cc1 (some centres undefined) | . | 1.5
O=C(O)Cc1ccc2ocnc2c1 | . | 7.7
O=C(CSCc1cccc(CSCC(=O)Nc2ccccc2)n1)Nc1ccccc1 | . | 11.5
COc1cc(NC(=O)c2ccc(-c3ccc(Br)cc3)o2)ccc1NC(=O)C(C)C | 16.1 | -14.2
COc1cccc(C(=O)Nc2ccc(N3CCCC3)cc2)c1 | . | -16.8
c1ccc(CN2CCOCC2)cc1 | . | -16.2
O=C(CN1CCCCC1)N1c2ccccc2CCc2ccccc21 | . | 3.3
O=S(=O)(N/N=C/c1ccc(Cl)cc1)c1ccc(Cc2ncc(C(F)(F)F)cc2Cl)s1 | . | 1.9
CCCC(=O)NC(Nc1ccccc1F)C(Cl)(Cl)Cl (centres undefined) | . | -7.3
CSCC[C@H](NC(=O)Nc1ccc(C)cc1)C(=O)O | -6.4 | -6.3
CCCC(c1nnnn1CCOC)N1CCN(c2cccc(OC)c2)CC1 (centres undefined) | -20.7 | 8.1
C=CCn1c(=N)c(C(=O)OC)cc2c(=O)n3cccc(C)c3nc21 | -5.2 | .
CCCC(C)C(=O)NC1CCSC1=O (centres undefined) | -0.2 | -9.2
CC(OC(=O)c1snc(C(=O)NC2CCCCC2)c1N)C(=O)NC1CCCCC1 (centres undefined) | . | 4.3
O=C(c1ccncc1)N(Cc1cc2ccccc2[nH]c1=O)C1CCCCC1 | -7.7 | 4.6
CC(C)Nc1nnc(SCC(=O)Nc2ccc(F)cc2)s1 | -0.3 | 5.9
NC(=O)c1sc2nc3c(c(-c4ccccc4)c2c1N)CCC3 | . | -14.4
N#CC1=C2SCN(c3ccccc3)CN2C(=O)CC1c1c(Cl)cccc1Cl (centres undefined) | 38.2 | -9.7
Cc1nc(-n2nnc3cc(C)c(C)cc32)c2c3c(sc2n1)CCCC3 | . | -30.9
COc1cccc2c1C(CO)N1C(C#N)C3CC(C(=O)O)C(C1C2)N3C (centres undefined) | . | -7.0
NC(=O)OCC(COC(N)=O)c1ccccc1 | 3.5 | -9.8&-13.6
CC1CCCCC1NC(=O)C1Cc2ccccc2CN1S(C)(=O)=O (centres undefined) | -10.4 | 5.9
CC(C)c1nnc(SCc2ccc(CSc3nnc(C(C)C)n3N)cc2)n1N | -11.8 | -6.9
O=C(NCc1ccccc1Cl)c1cnccn1 | . | -11.6
O=C(Nc1cccc(-c2nnc(-c3ccccc3)o2)c1)c1ccc(Br)o1 | 25.4 | 7.6
Cn1c(=O)c2ncn(CC(=O)NCCC3=CCCCC3)c2n(C)c1=O | 3.2 | 10.1
CCOc1ccc(C(=O)C2CCN(CC(=O)Nc3ccccc3N3CCOCC3)CC2)cc1 | -14.6 | -9.8
CC1(C)CC(=O)C2=C(C1)N(c1ccccc1)C(=O)CC2c1ccsc1 (centres undefined) | . | -9.1
O=c1[nH]c(-c2ccccc2O)nc2c1CCCC2 | 0.7 | 10.0
Cc1cc(C)cc(OCC(=O)NNC(=O)CCC(=O)NCc2ccccc2)c1 | . | -5.3
CCn1c(C)[n+](CCOCC[n+]2c(C)n(CC)c3cc(Cl)c(Cl)cc32)c2cc(Cl)c(Cl)cc21 | . | -11.4
CCOc1ccc(/C=N/Nc2nc(N3CCCC3)nc(N3CCCC3)n2)cc1OC | . | -1.8
CCc1nnc(NC(=O)C2CCCN(S(=O)(=O)c3ccccc3)C2)s1 (centres undefined) | . | 16.4
CCOc1cccc(C(=O)Nc2cc(-c3nn4c(C)nnc4s3)ccc2C)c1 | 1.7 | -6.1
COc1ccccc1-c1nc(C#N)c(NCc2ccc(F)cc2)o1 | -25.5 | -18.3
COC(=O)CSc1nc(-c2ccc(F)cc2)cc(C(F)(F)F)n1 | . | 15.6
Cc1ccc(-c2nnc(SCC(=O)N3CCCC3)o2)cc1C | -51.0 | -24.9

The listing continues:
smiles | RT RNaseH block | RmlCD inh mix
COc1cc(NC(=S)Nc2ccc(S(=O)(=O)N3CCOCC3)cc2)cc(OC)c1OC | . | -10.7
Cc1ccc(C)c(NC(=S)c2ccccn2)c1 | . | 1.9
CCCCCCc1cc2cc(S(=O)(=O)c3ccc(Cl)cc3)c(=O)oc2cc1O | . | 20.6
C1=CC2CC1CC2CNCc1ccco1 (centres undefined) | -8.4 | 8.9
COc1ccc(C2CC(=O)C=C(NCC3CCCO3)C2)cc1 (centres undefined) | 2.6 | 0.7
O=C(O)CSCc1ccc(C(=O)O)o1 | . | 8.2
CCOC(=O)C1CCCN(C(=O)c2ccccc2NC(C)=O)C1 (centres undefined) | 5.2 | 4.9
COc1ccc(NC(=O)CNS(=O)(=O)c2ccccc2)cc1Cl | 10.6 | -13.2
CCO[C@H]1OC(C(=O)N2CCN(Cc3ccc4c(c3)OCO4)CC2)=C[C@@H](c2csc3ccccc23)[C@@H]1CCCO | . | 22.1
CCCC(=O)NC(=S)Nc1ccc(NC(=O)c2cccs2)cc1 | . | -8.3
CCC(=O)c1ccc(OCCSc2ncccn2)cc1 | -9.4 | -1.2
CSC1=NCCN1C(=O)COc1ccccc1 | -1.0 | ?
c1ccc(-c2nnc(-c3ccccc3)o2)cc1 | . | 4.4
COC(=O)CCCCCN1C(=O)NC(c2ccccc2)C(C(=O)OCc2ccccc2)=C1C (centres undefined) | . | 7.3
Fc1ccccc1CSc1ncn[nH]1 | . | -11.5
Cc1cc(C(=O)Oc2ccccc2C(=O)O)c(C)o1 | 4.9 | -9.9
CCn1cc(C(=O)NCc2ccc(C)o2)c2cc(OC)c(OC)cc2c1=O | -9.6 | 10.4
CN(c1ccc(C(=O)N2CCOCC2)cc1[N+](=O)[O-])C1CCCCC1 | . | 11.5
CCCC(=O)N1CCN(c2ccc(NC(=O)c3ccco3)cc2)CC1 | 18.4 | 13.4
CCOC(=O)CSc1nnc(NCC(=O)OC(C)C)c(=O)[nH]1 | 39.9 | 1.1
CC(C)=CCc1c(O)ccc2c1OC(c1ccc(O)c(O)c1)CC2=O (centres undefined) | . | -12.9
CCCOP(=O)(c1ccc(N(C)C)cc1)C(O)c1ccncc1 (centres undefined) | 1.5 | -20.8
O=C(Nc1nncs1)c1cccc(S(=O)(=O)N2CCCCC2)c1 | . | 72.2
FC(F)(F)c1cccc(Cn2nnnc2-c2cc(Cl)cc(Cl)c2)c1 | . | -7.5
O=C1CC(NNC(=O)c2ccccc2)C(=O)N1 (centres undefined) | . | -5.6
Cc1nn(Cc2ccccc2)c2sc(C(=O)NCc3cccnc3)cc12 | -46.0 | 8.5
COc1ccc(S(=O)(=O)N(CC(=O)Nc2ccc3c(c2)OCO3)c2ccccc2OC)cc1 | 2.7 | -80.8
Cc1onc(-c2c(Cl)cccc2Cl)c1C(=O)NCc1ccccn1 | -12.9 | 4.1
Cc1cccc(C)c1NC(=O)CSc1nnc(-c2ccco2)c(-c2ccco2)n1 | . | 0.4
CCCCOC(=O)Nc1ccc2c(C)cc(=O)oc2c1 | . | -281.2

Retrieved by compound from the list above, three records:
smiles | RT RNaseH block | RmlCD inh mix
C=CCn1c(CNc2ccc(C)cc2)nnc1SCC(=O)N/N=C/c1ccc(O)cc1 | . | 17.4
COc1cccc2c1C(CO)N1C(C#N)C3CC(C(=O)O)C(C1C2)N3C (centres undefined) | . | -7.0
CCCC(C)C(=O)NC1CCSC1=O (centres undefined) | -0.2 | -9.2

The results go on.
| mol | RT RNaseH block | RmlCD inh mix |
| --- | --- | --- |
| CCS(=O)(=O)N1CCCC(C(=O)NCCCOC)C1 (centres undefined) | -14.7 | . |
| CCOc1cc(-c2c(C#N)c(=O)[nH]c3c2c(C)nn3-c2ccc(F)cc2)ccc1O | 10.2 | 5.1 |
| Nc1nnc(N2CCCCCC2)s1 | 13.4 | 3.3 |
| Cc1cc2nnc(SCC(=O)NCc3ccco3)n2c2ccccc12 | -23.3 | . |
| COc1cccc(NC(=O)NCCCSC2CCCCC2)c1 | . | -2.9 |
| COCCn1c(C)cc(C(=O)CSc2nc3ccccc3c(=O)[nH]2)c1C | -61.7 | -7.3 |
| COc1ccccc1C(c1nnnn1Cc1ccco1)N1CCN(c2cccc(C)c2C)CC1 (centres undefined) | . | -2.0 |
| CCOCCCn1cnc2c([nH]c3cc(OC)ccc32)c1=O | -14.2 | -7.0 |

Reprinted from the part before: 5 compounds, followed by the next part.
| mol | RT RNaseH block | RmlCD inh mix |
| --- | --- | --- |
| Cc1cc2nnc(SCC(=O)NCc3ccco3)n2c2ccccc12 | -23.3 | . |
| COc1cccc(NC(=O)NCCCSC2CCCCC2)c1 | . | -2.9 |
| COCCn1c(C)cc(C(=O)CSc2nc3ccccc3c(=O)[nH]2)c1C | -61.7 | -7.3 |
| COc1ccccc1C(c1nnnn1Cc1ccco1)N1CCN(c2cccc(C)c2C)CC1 (centres undefined) | . | -2.0 |
| CCOCCCn1cnc2c([nH]c3cc(OC)ccc32)c1=O | -14.2 | -7.0 |
| Cc1cccc(NC(=O)c2cc3n(n2)C(C(F)(F)F)CC(c2ccc4c(c2)OCO4)N3)c1 (centres undefined) | 12.2 | -29.2 |
| COc1ccc(/C(O)=C2\C(=O)C(=O)N(CCCN(C)C)C2c2ccccc2F)cc1Cl (centres undefined) | -8.2 | . |
| CCC(=O)c1ccc(N2CCCC2)c(F)c1 | . | -10.4 |
| Cc1cc(=O)n2nc(N3CCCC(C(=O)N4CCc5ccccc54)C3)sc2n1 (centres undefined) | -4.9 | 3.8 |
| O=C(Nc1ccc(N2CCCC2)c(Cl)c1)c1ccc2c(c1)OCCO2 | . | 2.2 |
| COc1ccc(COc2cc(-c3cccc(OC)c3)nc3ccc(NC(=O)c4ccc(C)cc4)cc23)cc1 | . | -44.9 |
| COc1ccc(-c2cc(-c3ccccc3)nc(N3CCCC3)n2)cc1OC | -33.5 | -35.8 |
| COC(=O)c1nc2n(n1)C(c1ccccc1OC)C1=C(CCCC1=O)N2 (centres undefined) | -15.4 | -10.1 |
| Cc1ccc(-c2ccc(=O)n(CC(=O)NCc3ccco3)n2)cc1 | . | 12.0 |
| O=C(CSc1nnnn1-c1ccccc1)NC(=O)NCc1ccco1 | . | -12.8 |
| COc1cccc(/C=N/NC(=O)C(=O)N2CCCC2)c1O | . | -2.7 |
| COc1cc2cc(C(c3nnnn3C3CCCC3)N3CCCCCC3)c(=O)[nH]c2cc1OC (centres undefined) | 3.1 | 6.7 |
| CSC1=NCCN1C(=O)c1c(F)cccc1F | -11.3 | -0.5 |
| COc1ccc(-c2csc(N3C(=N)SCC3=O)n2)cc1 | . | -0.8 |
| CCC(C)(C)n1nnnc1C(c1ccncc1)N1CCC(C)CC1 (centres undefined) | . | 3.4 |
| COc1cc(OC)cc(C(=O)N2CCN=C2SCc2cccnc2)c1 | -28.4 | 2.7 |
| CCN(CC)CC(C)OC(=O)c1cc(OC)c(OC)c(OC)c1 (centres undefined) | . | 13.4 |
| COc1ccc(S(=O)(=O)n2nc(OC(=O)c3ccccc3)cc2N)cc1 | 1.7 | -11.0 |
| O=C(Nc1nc(-c2ccccc2)cs1)c1cccs1 | -20.0 | -1.6 |
| CCOC(=O)c1c(NC(=O)c2ccn(CC)n2)sc2c1CCCC2 | -1.2 | -16.1 |

Structures listed so far with a nitro group on carbon:
| mol | RT RNaseH block | RmlCD inh mix |
| --- | --- | --- |
| CC1=C(C(=O)Nc2ccccc2)C(c2cccc([N+](=O)[O-])c2)Nc2nc3ccccc3n21 (centres undefined) | . | 16.3 |
| CN(c1ccc(C(=O)N2CCOCC2)cc1[N+](=O)[O-])C1CCCCC1 | . | 11.5 |

Screening data (PubChem)
